# AGP1-GFP MLPCN = alters AGP1-GFP fluorescence in TOR pathway yeast screen | GFP response vs DMSO, % at 10 µM | 320,000 compounds, 0.02% hits | S. cerevisiae AGP1-GFP multiplex flow cytometry, 3 h; GFP as percent of DMSO wells | AID 2066;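 active = GFP response relative to DMSO above a set limit, near screen average plus 3 SD, cut at about 150% in these data; inconclusive = fewer than 70 cells counted for the yeast strain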;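 also: median GFP channel fluorescence of the gated AGP1 strain per well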
# VLA-4 inh = inhibition in a human VLA-4 binding assay; inhibition, % (about 7 µM as worked out from the volumes in the protocol); VLA-4 expressing cells, ligand binding flow cytometry; P13612; 330,000 compounds, 0.2% hits; in the data active = inhibition above about 50%
# Target sequence (P13612 whole entry, looked up): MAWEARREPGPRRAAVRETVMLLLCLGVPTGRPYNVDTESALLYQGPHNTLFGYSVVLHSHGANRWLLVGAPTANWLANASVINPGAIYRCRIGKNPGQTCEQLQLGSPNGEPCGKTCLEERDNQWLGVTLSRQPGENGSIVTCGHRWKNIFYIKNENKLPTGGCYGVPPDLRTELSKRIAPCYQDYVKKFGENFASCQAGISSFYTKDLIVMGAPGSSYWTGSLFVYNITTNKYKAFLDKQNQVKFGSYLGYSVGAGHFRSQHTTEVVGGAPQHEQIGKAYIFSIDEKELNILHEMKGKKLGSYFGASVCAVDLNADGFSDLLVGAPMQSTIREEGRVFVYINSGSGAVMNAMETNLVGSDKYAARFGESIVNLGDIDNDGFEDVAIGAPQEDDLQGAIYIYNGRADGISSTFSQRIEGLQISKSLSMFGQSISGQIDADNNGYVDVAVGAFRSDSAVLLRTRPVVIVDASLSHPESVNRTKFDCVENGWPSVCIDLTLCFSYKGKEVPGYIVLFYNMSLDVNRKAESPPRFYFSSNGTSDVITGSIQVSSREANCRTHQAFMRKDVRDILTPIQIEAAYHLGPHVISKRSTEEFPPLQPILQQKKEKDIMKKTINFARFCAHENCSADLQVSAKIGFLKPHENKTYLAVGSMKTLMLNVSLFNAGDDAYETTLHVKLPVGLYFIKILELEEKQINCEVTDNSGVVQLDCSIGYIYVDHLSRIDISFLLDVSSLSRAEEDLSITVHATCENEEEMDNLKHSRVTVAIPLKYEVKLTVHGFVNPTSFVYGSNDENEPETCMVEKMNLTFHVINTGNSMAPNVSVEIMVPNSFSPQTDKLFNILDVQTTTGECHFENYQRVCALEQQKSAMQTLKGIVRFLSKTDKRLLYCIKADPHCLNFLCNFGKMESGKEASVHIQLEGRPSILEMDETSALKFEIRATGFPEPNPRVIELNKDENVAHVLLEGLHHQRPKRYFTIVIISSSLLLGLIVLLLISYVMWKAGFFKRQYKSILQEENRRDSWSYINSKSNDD
# MCL1-BIM inh = disrupts human MCL1 binding to BIM-BH3 peptide. 320,000 compounds, 0.68% hits. GST-MCL1 / FITC-Bim-BH3 fluorescence polarization. AID 2057. inhibition, % at 10.9 µM. Q07820;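 active = inhibition above the mean inhibition of all tested compounds plus 3 SD, set per campaign, cut at about 40% in these data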;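 also: 0% = DMSO wells and 100% = unlabeled Bim-BH3 peptide control; higher means more loss of mP so more displacement of Bim peptide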
# CIT2-GFP yeast = alters CIT2-GFP fluorescence in TOR pathway yeast screen; 320,000 compounds, 0.065% hits; S. cerevisiae CIT2-GFP strain, flow cytometry, 3 h; 100 means same as DMSO wells; GFP response vs DMSO, % at 10 µM;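 active = GFP response relative to DMSO above a set limit, near the screen mean plus 3 SD, cut at about 150% in these data; inconclusive = Fewer than 70 cells measured for a yeast strain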;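 also: ratio of well median GFP fluorescence to mean of DMSO wells on the plate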
# MEX-5 binding = C. elegans MEX-5 TCR-2 RNA binding activity | Q9XUB2 | MEX-5/FITC-TCR2 RNA binding, fluorescence polarization; stronger effect = lower value | activity score (negative = inhibition of binding), % at 10 µM | 300,000 compounds, 0.38% hits;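 active = inhibition past about -25% in most replicates, and total fluorescence under double the plate's negative control median, limit read from the data; inconclusive = replicates evenly split on the limit, or fluorescence at least double controls; inactive = too little inhibition in most replicates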;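 also: 0% = DMSO and -100% = 5 µM competing unlabeled TCR2 RNA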
# GLD-1 TGE inh = GLD-1-TGE RNA interaction inhibition (C. elegans). Q17339. purified GLD-1 + fluorescein TGE RNA, fluorescence polarization. inhibition, % at 5.96 µM. 320,000 compounds, 0.44% hits. AID 2280;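 active = percent inhibition above a per-plate cutoff, the plate mean of test compounds plus 3 SD, cut at about 30% in these data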;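 also: 0% = DMSO wells with GLD-1 and probe and 100% = wells lacking GLD-1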
# Yeast superoxide = caloric restriction mimetics inhibiting age-related superoxide in yeast | S. cerevisiae aged cells, superoxide DHE fluorescence; stronger effect = lower value | superoxide response (% of plate mean), % at 10 µM | 330,000 compounds, 0.18% hits;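 active = superoxide response under a set limit, about three screen SD below normal, cut at about 65% in these data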;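 also: yeast aged for seven days with compound at 30 °C before DHE staining; 100% = average MFI of all compound-treated wells on the plate with controls excluded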
# BCLXL inh = inhibitors of human Bcl-xL; Q07817; 320,000 compounds, 0.7% hits; inhibition, % at 10.9 µM; AID 2129; GST-Bcl-xL / FITC-Bim BH3 peptide fluorescence polarization;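 active = inhibition above the mean of all tested compounds plus 3 SD, cutoff set per campaign, cut at about 30% in these data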;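 also: 0% = DMSO wells and 100% = unlabeled Bim-BH3 peptide competitor; inhibitors lower millipolarization by displacing the labeled peptide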
# GRK2 aptamer HTS = human GRK2 inhibition via aptamer displacement | P25098 | bead flow cytometry, FAM-aptamer displacement from GRK2 | inhibition of aptamer binding, % at 10 µM | 330,000 compounds, 0.59% hits | AID 488847;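 active = inhibition of aptamer binding above 40%, roughly 3 SD of noise, on plates passing a quality check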;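 also: median bead fluorescence of bound FAM aptamer so fluorescent compounds give negative values; no value below 0 was filed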
# * = called active by the depositor; ? = inconclusive; . = not tested or not shown. These rows are one share of the data (hit frequency here may not be typical).
Molecule	AGP1-GFP MLPCN	VLA-4 inh	MCL1-BIM inh	CIT2-GFP yeast	MEX-5 binding	GLD-1 TGE inh	Yeast superoxide	BCLXL inh	GRK2 aptamer HTS
COc1ccc2ccccc2c1CNCCc1ccccc1	92	14	13	99	-2.3	5	105	6	4
FC(F)(F)c1cccc(NC2=NCCCS2)c1	99	4	-3	106	-2.4	2	99	-3	0
CC(C)c1onc(C(=O)N2CCC3(CC2)OCCO3)c1[N+](=O)[O-]	95	-5	11	104	1.3	3	93	7	2
CN1CCN(c2ccc(C(N)=O)cc2[N+](=O)[O-])CC1	.	19	4	.	-0.8	7	150	5	0
COC(=O)C1=C(c2cccc(OCc3ccccc3)c2)C[C@@H]2CC[C@H]1N2C(=O)NCc1ccc(Br)cc1	103	23	1	100	.	-1	134	1	0
COc1cc(OC)c(OC)cc1CNCCc1ccc2c(c1)OCO2	99	7	12	98	-2.8	7	120	6	1
Nc1cc(C(=O)Nc2ccc(Cl)cc2)ccc1N1CC2CC(C1)c1cccc(=O)n1C2 (stereo not given)	?	8	10	?	-1.1	1	117	8	3
C#CC1(O)CCC2C3CCC4=C/C(=N/OCC(=O)NCC(=O)NC(C(=O)O)C(C)C)CC[C@]4(C)C3CC[C@@]21C (stereo not given in full)	94	-1	.	93	1.0	.	92	.	0
Cn1c(=O)cc(OCC(=O)N2CCC3(CC2)OCCO3)c2ccccc21	107	11	5	99	1.2	8	96	5	0
COc1ccc(-n2nc(C(=O)NCC(=O)N3CCC4(CC3)OCCO4)c3ccccc3c2=O)cc1Cl	97	-6	1	99	3.0	3	81	4	2
OCCNCCc1c[nH]c2ccc(OCc3ccccc3)cc12	90	-2	4	92	0.9	0	108	2	0
CSc1nc2ccc(C)cc2c(=O)n1-c1cccnc1	105	2	-4	90	0.2	3	94	-3	0
CN1C2CCC1C(COC(=O)c1ccccc1)C(O)C2 (stereo not given)	101	-8	5	102	-1.2	5	74	-2	3
O=C1CN=C(c2ccc(Br)cc2)c2c(sc3c2CCCC3)N1CCN1CCCCC1	102	55*	5	95	1.8	4	101	-1	0
COC(=O)C1=C(c2ccc(-c3ccccc3)c(F)c2)C[C@@H]2CC[C@H]1N2C(=O)N1CCC(C)CC1	93	20	5	92	.	2	77	6	1
Cc1ccsc1C(=O)C1CCCN(Cc2ccc(O)cc2)C1 (stereo not given)	94	0	2	99	-1.3	1	74	4	0
c1cnc(N2CCNCC2)nc1	96	12	1	96	0.7	4	99	3	6
Cc1ccc2c(c1)=NC(=O)/C(=C/c1c(O)[nH]c(=O)[nH]c1=O)C=2	103	9	-3	99	-1.7	3	91	-1	2
Cc1ccsc1C(=O)C1CCCN(Cc2cc(C(C)C)n[nH]2)C1 (stereo not given)	101	-3	-1	102	1.4	2	101	5	2
COc1ccc(CNC(=O)CCC(=O)N2C[C@H]3C[C@H](C2)c2cccc(=O)n2C3)cc1	97	18	0	99	0.3	0	87	-4	2
CN1CCN(c2ccc([N+](=O)[O-])c(N/N=C3\CN4CCC3CC4)c2)CC1	102	2	7	97	-0.8	5	93	2	10
Cc1ccc(CNCCc2ccccc2F)cc1	99	-3	1	97	1.3	3	101	0	0
COC(=O)C1=C(c2ccc(F)cc2OCc2ccccc2)C[C@@H]2CC[C@H]1N2C(=O)NCc1ccc(OC)c(OC)c1	106	0	-3	107	.	2	105	1	7
CCC(C)n1c(O)c(/C=N/N2CCOCC2)c(=O)[nH]c1=S (stereo not given)	88	9	-9	91	0.6	-4	121	-2	0
C[C@]12CC[C@H](O)CC1=CC[C@@H]1[C@@H]2CC[C@@]2(C)[C@H]1CC[C@]2(C)O	89	-12	7	78	4.8	9	101	8	3
CCN(CC)c1ccc(/C=C2\C(=O)NC(=S)N(C)C2=O)o1	111	12	-145	106	20	-179	97	-95	0
CC(C)N1C(=O)/C(=C/C=C/c2ccco2)C(=O)N(Cc2ccco2)C1=O	88	12	-38	80	-0.9	-35	107	-50	16
C=C1N2CCC(CC2)C1(O)c1ccc(C)cc1 (stereo not given)	96	21	3	89	1.7	2	107	3	0
C/C(Cl)=C/CC1(CN2CCCC2=O)C(=O)NC(=O)NC1=O	90	6	2	91	0.0	2	97	7	0
O=c1c2ccccc2nc(-c2ccccc2Cl)n1-c1ccc(O)cc1	101	5	15	95	-2.0	-1	97	8	11

Molecule	AGP1-GFP MLPCN	VLA-4 inh	MCL1-BIM inh	CIT2-GFP yeast	MEX-5 binding	GLD-1 TGE inh	Yeast superoxide	BCLXL inh	GRK2 aptamer HTS
Cc1ccc(Sc2ccc(C=C3C(=O)N(C)C(=O)N(C)C3=O)o2)cc1	73	-7	-4	82	?	0	84	-1	0
Fc1cccc(F)c1-c1nc(-c2ccc(Cl)cc2)no1	108	-1	5	102	-0.2	2	89	-1	3
C=C1C(O)(c2ccccc2)C2CC[N+]1(C)CC2 (stereo not given)	108	35	-12	100	1.7	-2	96	-3	0
CNC(=O)O/N=C(\N)Cc1csc2ccccc12	106	8	6	86	-0.7	-1	114	1	0
CC1=C(C(=O)Nc2ccccc2)S(=O)(=O)CCO1	101	34	0	92	0.9	2	92	1	0
COc1ccc(Oc2c(C)oc3cc(OC(=O)N(C)C)ccc3c2=O)cc1	89	-5	4	99	-0.2	-1	109	0	3
CCOC(=O)C1C2c3ccccc3O[C@@]1(C)N=C1SCC(=O)N12 (stereo not given in full)	100	6	-6	100	-1.1	5	87	-2	0
Cc1c2cnn(CC(=O)N3CCC4(CC3)OCCO4)c(=O)c2c(C)n1Cc1ccccc1Cl	101	24	3	94	-0.2	-4	95	6	0
CC(Cc1ccccc1)NC(=O)/C=C/c1ccc(Cl)cc1 (stereo not given)	98	12	8	97	-1.2	4	94	1	0
COc1ccc(OC)c(-n2c(O)c(/C=C3\C=Nc4ccccc43)c(=O)[nH]c2=O)c1	104	-7	-4	110	-4.8	-25	91	-4	3
COC(=O)C1=C(c2c(C)noc2C)C[C@@H]2CC[C@H]1N2C(=O)NCCOc1ccc(OC)cc1	103	25	1	96	.	9	108	2	0
N#Cc1c(/N=C/c2c(O)n(Cc3ccco3)c(=O)[nH]c2=O)sc2c1CCCC2	101	12	-28	98	4.4	-28	95	-14	20
Cc1cccc(N2C(=O)NC(=O)/C(=C\c3cnn(-c4ccccc4)c3)C2=O)c1	103	12	-3	78	1.1	0	95	3	0
N#Cc1ccccc1Cn1cc(C(=O)c2cccs2)c2ccccc21	118	8	-4	105	0.9	8	109	0	2
COc1ccc(CC(C)NCCC(c2ccccc2)c2ccccc2)cc1 (stereo not given)	109	-13	7	106	2.7	5	95	5	0
c1ccc(C2CN3CCC2CC3)cc1 (stereo not given)	105	7	-2	100	0.8	-3	114	6	1
COc1ccc(NC(c2ccccc2F)P(=O)(Oc2ccccc2)Oc2ccccc2)cc1 (stereo not given)	99	16	3	104	-0.1	-6	106	0	0
Cc1ccccc1NC(=S)NC(NC(=O)CF)C(Cl)(Cl)Cl (stereo not given)	107	15	10	109	-2.9	-5	95	1	0
COC(=O)C1=C(c2ccc(OCc3ccccc3)cc2)C[C@@H]2CC[C@H]1N2C(=O)NCc1cccc(C(F)(F)F)c1	95	1	-4	102	.	-3	100	-3	1
Oc1ccc2ccccc2c1CN1CC=C(c2ccccc2)CC1	90	-10	-2	92	1.8	5	88	-2	0
O=c1c2ccccc2nc(-c2ccco2)n1-c1nccs1	107	0	9	100	2.2	-4	106	5	0
Cc1cc(C(=O)OCC(=O)Nc2cccc(F)c2)c(C)n1C1CC1	90	8	-12	95	.	-1	105	-8	0
OC(c1ccncc1)(c1ccc(F)cc1)c1ccc(F)cc1	94	27	5	100	-0.8	-5	115	-1	2
COc1ccccc1[As](=O)(O)CC(O)COc1ccc(Cl)cc1Cl (stereo not given)	104	-13	3	111	2.3	-5	99	3	1
COc1ccc(-c2nc3ccccc3c(=O)n2-c2nccs2)cc1	97	36	-3	91	-0.1	-1	91	0	2
c1ccc(CN2CCN(Cc3ccc4c(c3)OCCO4)CC2)cc1	92	3	6	101	-3.0	-1	103	10	1
O=C(CN1CCOCC1)Nc1ccc(Br)cc1C(=O)c1ccccc1	101	-5	-7	101	-1.8	-1	92	-1	0
CCN(CC)CCO	100	22	-6	86	.	4	105	2	3
CC(C)CCN1CCN(Cc2c(F)cccc2Cl)CC1CCO (stereo not given)	103	-6	8	106	1.0	-3	108	7	3
CC(=NC1CCN(Cc2ccccc2)CC1)c1c(O)n(C)c(=O)n(C)c1=O	95	-5	19	103	0.1	2	81	15	0

Molecule	AGP1-GFP MLPCN	VLA-4 inh	MCL1-BIM inh	CIT2-GFP yeast	MEX-5 binding	GLD-1 TGE inh	Yeast superoxide	BCLXL inh	GRK2 aptamer HTS
C[C@]12CCC3C(CC[C@H]4C[C@@H](O)CC[C@]34C)C1CC[C@@H]2OC(=O)[C@H](N)CCCCN (stereo not given in full)	82	0	.	74	.	-6	82	.	0
CCOP(=O)(Cc1ccc(C(=O)CC)o1)OCC	107	7	0	97	-1.5	-5	109	5	3
COc1cc(OC)c(OC)cc1/C=C1\C(=O)NC(=O)N(Cc2ccccc2)C1=O	88	-5	-7	97	0.7	-6	91	-11	0
Oc1ccccc1CN(CCc1ccccc1)Cc1ccccc1	103	2	5	105	-0.4	-18	96	0	0
C=CCn1c(O)c(C(C)=NC2CCN(Cc3ccccc3)CC2)c(=O)[nH]c1=O	87	-1	8	95	0.4	0	92	5	0
COc1ccc(Cn2c(N)c(C(=O)NCc3ccco3)c3nc4ccccc4nc32)cc1OC	.	-6	-7	75	.	-14	110	-10	0
CCN(CC)CCN=Cc1c(O)n(CCc2ccccc2)c(=O)[nH]c1=O	102	1	-22	107	-8.1	-11	110	-14	0
CN1CCN(c2cc(N3CCCC3)c([N+](=O)[O-])cc2F)CC1	98	1	1	92	0.6	4	98	5	4
COc1cc(/C=C/c2nc3ccccc3c(=O)n2-c2cccc(O)c2)ccc1O	106	-86	-6	111	-1.5	-24	108	-10	1
CCCCCCC(=O)N/N=C/c1c(O)n(C2CC2)c(=S)[nH]c1=O	106	14	3	96	-1.7	4	96	2	0
CC(=O)c1ccc(OC(NC(=O)c2ccco2)C(Cl)(Cl)Cl)cc1 (stereo not given)	101	12	4	96	1.1	2	106	1	2
CN1CCN(c2cc(N3CCCCCC3)c(F)cc2[N+](=O)[O-])CC1	92	13	-20	89	-1.2	-5	99	-6	0
CN1CC=C(c2c[nH]c3ccccc23)CC1	88	7	8	85	-0.9	-4	108	3	3
COC(=O)C1=C(c2cc3ccccc3s2)C[C@@H]2CC[C@H]1N2C(=O)NC(C)C	87	12	5	92	0.3	5	96	1	5
N#CCCn1cc(C(=O)O)c(-c2cccc([N+](=O)[O-])c2)n1	98	13	0	97	-1.7	4	94	0	0
Clc1ccc2sc(C3CCNCC3)nc2c1	100	9	0	103	1.5	0	92	2	0
CC(C)NS(=O)(=O)c1ccc(OCC(=O)N2CCN(Cc3ccc4c(c3)OCO4)CC2)c(Cl)c1	111	-1	5	111	0.7	0	92	0	0
N=C1c2ccccc2CN1NC(=O)c1ccc(F)cc1	103	-3	3	102	-0.8	-6	88	1	5
